# IMP-1 inh: blocks Pseudomonas aeruginosa IMP-1 metallo-beta-lactamase; purified IMP-1, nitrocefin hydrolysis, epi-absorbance fluorescence; inhibition, % at 5.6 µM; 0.45% of 290,000 active; AID 1556;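 active means inhibition above the mean plus 3 SD of all compounds in the same screening run, cut at about 4.5% in these data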;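 further: 0% = IMP-1 with DMSO and 100% = DMSO wells lacking enzyme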
#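 System: purified IMP-1 / Input: IMP-1 dispensed at 0.2 nM / Medium: 50 mM HEPES pH 7.1, 50 µM ZnSO4, 0.05% Brij 35 / Timing: 15 min enzyme–compound preincubation, then 25 min nitrocefin reaction, 25 °C / Technique: plate fluorescence quenching by hydrolysis product, ex 480/em 530 nm / Repeats: singlicate testing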
# SUMO HTRF inh: blocks human SUMOylation mediated by UBC9 | 0.36% of 290,000 active | HTRF SUMOylation assay, SAE1/SAE2 + UBC9, in vitro | inhibition, % at 35 µM | P63279; in the data active means inhibition above about 50%, passing the limit was not always enough; further: strong numbers were not always called active
# Target sequence (P63279 whole entry, looked up): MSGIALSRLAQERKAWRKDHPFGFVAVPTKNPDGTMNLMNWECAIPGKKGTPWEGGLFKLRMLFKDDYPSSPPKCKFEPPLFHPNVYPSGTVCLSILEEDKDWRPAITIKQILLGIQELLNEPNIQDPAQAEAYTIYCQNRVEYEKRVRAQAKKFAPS
# pCIP destab: lowers stability of the mouse p/CIP coactivator protein; Q05BA5; F442A p/CIP-EGFP cells, EGFP fluorescence, 16 h; decrease of EGFP signal, % at 10 µM; 0.01% of 290,000 active;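 active means EGFP signal decrease of at least 30% at 10 µM or well 3 SD below plate mean, unless failing retest; inactive means the rest, including hits failing retest or dose response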; further: some compounds called inactive have numbers as strong as hits; many of its hits are not listed in these tables
# IDE cell activ: boosts human insulin-degrading enzyme activity in HEK cells | FAbeta-B cleavage, fluorescence polarization; 0% vehicle, 100% cell-free pure enzyme wells | AID 493087 | 0.073% of 340,000 active | activation, % at 5.96 µM | P14735;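 active means activation above the mean of all tested compounds plus 3 SD, set per screening campaign, cut at about 17% in these data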
# HCV NS3 hel inh: HCV NS3 helicase inhibition; AID 1800; inhibition, % at 10.9 µM; 0.56% of 290,000 active; NS3 helicase DNA unwinding, Cy5 molecular beacon fluorescence;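 active means inhibition above the mean of all tested compounds plus 3 SD, set per campaign, cut at about 35% in these data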;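 further: 0% = DMSO wells and 100% = thioflavine S control wells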
#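 test system = hepatitis C virus NS3 helicase domain fragment enzyme | reagent = annealed dual-labelled DNA beacon duplex, ATP-started | times = 1 h at 25 °C | detection = Cy5 fluorescence, 0 and 60 min reads | read-out basis = percent inhibition from t60/t0 fluorescence ratio | control set = DMSO and thioflavine S | replication = one well per compound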
# VIM-2 inh: blocks Pseudomonas aeruginosa VIM-2 metallo-beta-lactamase. AID 1527. inhibition, % at 5.6 µM. 0.89% of 290,000 active. purified VIM-2, nitrocefin hydrolysis, epi-absorbance fluorescence;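 active means inhibition above the mean of all tested compounds plus 3 SD, cutoff set per screening run, cut at about 7.5% in these data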;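 further: red hydrolysis product quenches plate fluorescence so inhibitors raise well fluorescence; 0% = enzyme with DMSO and 100% = DMSO without enzyme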
# MEKK3 PB1 HTS: modulators (inhibitors or enhancers) of MEK5 binding to human MEKK3 PB1 domain; Q99759; bead-based flow cytometry, Alexa488-MEK5 binding to MEKK3; actives lie on both sides; 0 = blocked by unlabeled MEK5, 100 = vehicle; binding response (% of control), % at 10 µM; 1.4% of 290,000 active;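 active means binding response more than 3 SD above or below the average of its plate-row segment, actives on both sides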;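 further: Alexa488 bead fluorescence after subtracting the streptavidin-only scavenger bead signal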
# Target sequence (Q99759 whole entry, looked up, the tested form may be a part): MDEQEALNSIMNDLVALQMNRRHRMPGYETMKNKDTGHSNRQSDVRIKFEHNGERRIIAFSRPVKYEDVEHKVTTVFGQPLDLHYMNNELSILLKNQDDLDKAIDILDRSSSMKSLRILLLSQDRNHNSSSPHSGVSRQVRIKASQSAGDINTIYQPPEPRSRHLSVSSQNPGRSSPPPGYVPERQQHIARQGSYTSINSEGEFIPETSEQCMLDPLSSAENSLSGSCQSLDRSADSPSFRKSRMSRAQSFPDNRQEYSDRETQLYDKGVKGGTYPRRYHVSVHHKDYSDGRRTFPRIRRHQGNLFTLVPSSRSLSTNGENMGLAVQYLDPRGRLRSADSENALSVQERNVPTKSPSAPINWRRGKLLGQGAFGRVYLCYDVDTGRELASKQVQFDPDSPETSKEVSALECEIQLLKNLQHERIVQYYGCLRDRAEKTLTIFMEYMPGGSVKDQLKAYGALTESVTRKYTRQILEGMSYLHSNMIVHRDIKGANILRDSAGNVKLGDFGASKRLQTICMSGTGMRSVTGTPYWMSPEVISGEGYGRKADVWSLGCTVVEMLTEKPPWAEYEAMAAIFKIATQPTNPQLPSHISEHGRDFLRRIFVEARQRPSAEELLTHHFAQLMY
# PHOSPHO1 inh: PHOSPHO1 (human) inhibition. inhibition, % at 13.3 µM. recombinant PHOSPHO1, absorbance phosphatase assay. 1.1% of 290,000 active. Q8TCT1; in the data active means inhibition above about 60%
# Target sequence (Q8TCT1 whole entry, looked up): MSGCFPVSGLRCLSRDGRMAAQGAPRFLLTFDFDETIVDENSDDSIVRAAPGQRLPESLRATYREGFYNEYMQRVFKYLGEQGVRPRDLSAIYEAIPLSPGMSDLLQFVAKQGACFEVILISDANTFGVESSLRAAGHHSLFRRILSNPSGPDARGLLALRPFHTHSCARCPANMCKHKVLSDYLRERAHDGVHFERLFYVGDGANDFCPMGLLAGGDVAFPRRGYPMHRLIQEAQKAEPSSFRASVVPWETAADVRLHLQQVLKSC
# FID counter: counter-screen for HCV NS3 helicase inhibitors: DNA intercalator displacement; DNA fluorescent intercalator displacement, fluorescence; 0.17% of 290,000 active; inhibition, % at 7.9 µM; in the data active means inhibition above about 37%;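 further: 0% = vehicle and 100% = reference compound; higher means more ethidium bromide displaced from hairpin DNA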
# * hit, by the source's call; x = no result given; & = joins results of further samples. These rows are one share of the data; the hit share may differ from the screen's.
SMILES,IMP-1 inh,SUMO HTRF inh,pCIP destab,IDE cell activ,HCV NS3 hel inh,VIM-2 inh,MEKK3 PB1 HTS,PHOSPHO1 inh,FID counter
Cc1ccc(/C=C2/C(=N)N3N=C(CC(=O)N4CCCC4)SC3=NC2=O)cc1,-1.7,-8,4,10,22,-2.2,99,28,-25
CC1(C)CC(=O)C(N=Nc2c(F)cccc2F)=C(O)C1,-1.1,14,-2,x,1,-1.3,92,8,-3
CCCc1c(C(=O)Nc2ccc(F)cc2F)cnn1-c1ccccc1,-1.9,13,-10,2,-4,-1.3,102,42,-23
C=CCn1c(=NC(=O)c2ccc(S(=O)(=O)N3CCCC3)cc2)sc2cc(NC(C)=O)ccc21,-2.7,-11,-21,-3,3,-2.4,94,-14,0
COc1ccc(CN2CCN(c3ncccn3)CC2)c(C)c1C,-1.1,2,-1,4,15,-1.6,104,x,2
CCCCCN=Cc1c(C)[nH]n(-c2nc3ccccc3s2)c1=O,-3.0,30,-6,3,9,-2.1,97,1,-24
CC(C)CN1C(=O)c2ccc(C(=O)Nc3ccc(OCC(=O)O)cc3)cc2C1=O,-2.6,18,0,1,5,-2.2,98,43,-28
Cc1ccc(-c2nnc(SCC(=O)N/N=C/c3ccccc3C(=O)O)n2-c2ccc(C)cc2)cc1,-2.2,16,-5,-4,16,-2.8,94,32,-45
Cc1c(/C=N/NC(=O)c2ccc(Br)o2)cnn1C,-2.6,1,-6,x,2,-4.3,104,-36,-6
O=C(Nc1ccccc1)c1ccc(NCC2CCCO2)c([N+](=O)[O-])c1 (stereo not given),-2.1,6,-6,4,-1,-0.9,100,-18,2
O=C(COC(=O)CCc1ccccc1)Nc1ccccc1OC(F)F,-0.1,16,-5,-4,-17,-0.6,101,-5,-17
CCCc1nnc(SCC(=O)N2CCOCC2)n1CC1CCCO1 (stereo not given),-2.9,18,5,6,3,-2.9,105,-10,-7
CCC(C)/C(C)=N/NC(=O)c1ccc(CSc2nc3ccccc3s2)cc1 (stereo not given),-0.6,13,-2,4,-6,-2.0,98,-6,-17
CCOC(=O)CSc1nc(N)c(C#N)cc1C#N,-0.2,1,-5,-4,5,0.7,89,-11,-4
O=C(CN1CCN(Cc2ccccc2Cl)CC1)N=Nc1c(O)[nH]c2ccccc12,-2.5,3,-10,2,2,-1.1,118,-6,-5
Cc1ccc(C(C(=O)NC2CCCC2)N2CCc3ccccc32)cc1 (stereo not given),-0.1,14,-6,-4,-2,-2.9,97,-19,2
C/C(=N\OCC(=O)Nn1c(C)nc2ccccc2c1=O)c1cccs1,-2.2,12,-3,1,2,0.0,92,28,-7
N/C(Cc1ccc(Cl)cc1Cl)=N\OC(=O)c1ccc(Br)o1,-3.1,-2,-6,2,-1,-2.7,93,30,-5
COc1ccccc1-c1nnc(SCC(=O)NC2CCCCC2)o1,-6.0,17,-16,8,10,-3.7,98,-6,-22
O=C(CCN1C(=O)[C@@H]2Cc3ccccc3CN2C1=O)N[C@@H](C(=O)O)c1ccccc1,-4.0,0,6,10,-2,-3.6,100,13,-15
CN(C)C(=O)CCC(=O)N1CCCC(C(=O)c2ccc3c4c(cccc24)CC3)C1 (stereo not given),-1.4,10,-2,-1,5,-2.5,101,48,-29
Cc1ccc(S(=O)(=O)N2CCc3ccccc3C2CN2C(=O)c3ccccc3C2=O)cc1 (stereo not given),-0.2,-6,-1,-3,-13,-1.3,105,7,-9
O=C(c1cccs1)N1CCC(c2nc3c(nnn3Cc3ccccc3Cl)c(=O)[nH]2)CC1,-0.1,6,-4,2,1,-2.5,105,49,-50
Cc1cccc(NC(=O)N(Cc2cc3cc(C)cc(C)c3[nH]c2=O)CC2COCCO2)c1 (stereo not given),0.9,12,-3,4,3,1.2,97,8,2
CCC(=O)NC(=S)Nc1ccc(NC(=O)c2ccco2)c(Cl)c1,-3.0,9,-2,x,-1,-2.0,103,32,-11
Cc1nc(N=C(N)N)nc2c(C)cccc12,-2.1,10,0,1,8,8.6*,107,26,9
O=C(CSc1ncnc2c1cnn2-c1ccc(F)cc1)NCc1ccc2c(c1)OCO2,-4.0,-5,0,2,-6,1.2,106,4,-1
CCOC(=O)C(C)(C)n1nnc(-c2ccc([N+](=O)[O-])cc2)n1,-2.1,4,-14,-1,10,-1.5,100,28,1
O=c1nccc(N/N=C/c2cccc(O)c2)[nH]1,-1.8,-2,7,-9,-9,-0.7,101,19,-7
CCOC(=O)c1sc2ncnc(OC)c2c1C,-3.4,16,5,6,-4,-0.3,101,-42,-1

# Profiles from above:
# O=c1nccc(N/N=C/c2cccc(O)c2)[nH]1 in the list: IMP-1 inh: -1.8; SUMO HTRF inh: -2; pCIP destab: 7; IDE cell activ: -9; HCV NS3 hel inh: -9; VIM-2 inh: -0.7; MEKK3 PB1 HTS: 101; PHOSPHO1 inh: 19; FID counter: -7
# CCOC(=O)C(C)(C)n1nnc(-c2ccc([N+](=O)[O-])cc2)n1 in the list: IMP-1 inh: -2.1; SUMO HTRF inh: 4; pCIP destab: -14; IDE cell activ: -1; HCV NS3 hel inh: 10; VIM-2 inh: -1.5; MEKK3 PB1 HTS: 100; PHOSPHO1 inh: 28; FID counter: 1
# CN(C)C(=O)CCC(=O)N1CCCC(C(=O)c2ccc3c4c(cccc24)CC3)C1 (stereo not given) in the list: IMP-1 inh: -1.4; SUMO HTRF inh: 10; pCIP destab: -2; IDE cell activ: -1; HCV NS3 hel inh: 5; VIM-2 inh: -2.5; MEKK3 PB1 HTS: 101; PHOSPHO1 inh: 48; FID counter: -29

# Continued.
SMILES,IMP-1 inh,SUMO HTRF inh,pCIP destab,IDE cell activ,HCV NS3 hel inh,VIM-2 inh,MEKK3 PB1 HTS,PHOSPHO1 inh,FID counter
COc1ccccc1N1CCN(C(=O)c2cc(-c3cccc(Cl)c3)on2)CC1,-4.7,-15,-2,-1,-4,-4.4,102,21,-4
COc1ccc(N(CC(=O)NCCSc2ccc(C)cc2)S(=O)(=O)c2ccccc2)c(OC)c1,-2.2,7,-28,3,-17,0.3,105,11,-34
Cc1ccc2c(c1)N(CC(=O)N1CCC(C)CC1)C(=O)c1cccnc1O2,1.4,11,-4,5,6,0.3,101,9,-32
CCOC(=O)C1=C(C)NC(C)=C(C(=O)OCC)C1C(=O)OCC(=O)NC(C)C,-1.5,9,-3,-4&-2,-7,-0.4,106,15,-30
CC(Oc1ccc(Cl)cc1Cl)c1ccnc2nc(N3CCOCC3)nn12 (stereo not given),-1.4,6,-8,4,-11,-2.1,107,8,-32
Cc1ccc(OCCNc2cc(N3CCN(CCO)CC3)ccc2[N+](=O)[O-])cc1C,-0.1,-3,-1,5,-59,-0.7,96,-5,17
Cc1ccc(S(=O)(=O)CC(=O)N2CCN(c3ccc(F)cc3)CC2)cc1,-1.5,6,-7,1,5,-0.5,103,43,-26
Cc1ccccc1C(C(=O)NCc1ccco1)N(CC1CCCO1)C(=O)Cn1nnc2ccccc21 (stereo not given),0.1,0,0,2,-6,-0.2,101,1,-19
COc1cc(S(=O)(=O)NC2CCCCC2C)ccc1F (stereo not given),-3.2,10,0,-1,13,0.4,106,5,-15
Cc1cccc(Nc2nc(NCc3ccco3)nc(N3CCOCC3)n2)c1,-0.5,25,-13,2,-35,-1.5,101,1,-14
COc1ccc(Oc2coc3c(CN4CCOCC4)c(O)ccc3c2=O)cc1,-3.8,13,-6,2,18,-1.8,110,9,2
O=C(O)c1ccc(-c2ncc[nH]2)cc1,1.9,2,16,1,5,-0.1,60,20,1
Cc1ccc(S(=O)(=O)C(C)C(=O)c2ccc3c(c2)OCCO3)cc1 (stereo not given),-2.6,14,-4,4,1,-1.7,90,4,-9
Cc1ccc(-c2nc3cccnc3s2)cc1NS(=O)(=O)c1cccs1,-2.9,24,-2,0,-19,-2.9,97,44,-7
CCc1cc2c(=O)[nH]c(COC)nc2s1,-1.3,14,4,5,-7,-3.8,92,2,1

# Reprinted at random: 2 compounds from above
SMILES,IMP-1 inh,SUMO HTRF inh,pCIP destab,IDE cell activ,HCV NS3 hel inh,VIM-2 inh,MEKK3 PB1 HTS,PHOSPHO1 inh,FID counter
COc1cc(S(=O)(=O)NC2CCCCC2C)ccc1F (stereo not given),-3.2,10,0,-1,13,0.4,106,5,-15
Cc1ccccc1C(C(=O)NCc1ccco1)N(CC1CCCO1)C(=O)Cn1nnc2ccccc21 (stereo not given),0.1,0,0,2,-6,-0.2,101,1,-19

# Continuation:
SMILES,IMP-1 inh,SUMO HTRF inh,pCIP destab,IDE cell activ,HCV NS3 hel inh,VIM-2 inh,MEKK3 PB1 HTS,PHOSPHO1 inh,FID counter
Cc1cc(C)nc(NCc2ccc(Cl)cc2)n1,-5.5,4,-1,2,12,0.4,101,8,-11
CCC(=O)Nc1cccc2c1C(=O)N(C)C2=O,-3.0,22,-31,-2,9,-0.7,113,-4,0
Cc1cnc(C(=O)N2CCCC(N3CCN(c4cccc(C(F)(F)F)c4)CC3)C2)cn1 (stereo not given),-2.4,9,-5,1,-1,-1.0,102,23,-27
Cc1nc(=O)c(-c2ccccc2)c(C)n1CCCCCC(=O)O,-0.1,21,-10,8,0,-0.7,95,-14,1
O=[N+]([O-])c1ccc(NC(=S)N2CCN(S(=O)(=O)c3ccccc3)CC2)cc1,-2.6,-1,-8,1,-6,-4.3,106,-64,-1
C=CCn1cc(-c2cccc(C(F)(F)F)c2)cc(C#N)c1=O,-1.0,2,1,6,1,-5.8,98,-12,-1
CCOC(=O)C(NC(=O)NC1CCCCC1)(c1ccccc1)C(F)(F)F (stereo not given),-5.2,17,10,1,9,-3.5,101,12,-2
CCc1nnc(NC(=O)CSc2nnc3c4ccccc4n(C)c3n2)s1,-2.9,2,4,2,-4,-0.6,106,-25,-4
CC(NC(=O)COC(=O)c1ccc(N(C)C)cc1)c1ccccc1 (stereo not given),-3.2,30,4,6,-1,-2.9,103,15,-18
CC(c1cc2ccccc2s1)N(O)C(N)=O (stereo not given),0.1,1,11,x,-6,2.9,100&104,12,-2
CCn1c(SCc2ccc(Cl)cc2)nnc1-c1ccccc1,-3.9,20,-11,-2,-7,-3.4,90,-4,-32
CCc1noc(C)c1C(=O)N1CCCC(C(=O)c2ccc(OC)c(F)c2)C1 (stereo not given),-0.9,14,-20,4,10,-0.9,107,14,-18
CCOP(=O)(c1ccccc1)c1nc(-c2ccccc2Cl)oc1N1CCCCC1 (stereo not given),-2.6,20,-1,4,-2,-2.5,99,-15,-28
Fc1ccc(-c2csc(/C=C/c3ccc4c(c3)OCO4)n2)cc1,-3.3,-10,-1,-4,3,-1.2,112,-4,-1

# Individual results from the results shown:
# Value of `COc1ccc(N(CC(=O)NCCSc2ccc(C)cc2)S(=O)(=O)c2ccccc2)c(OC)c1` under IDE cell activ: 3
# Value of `O=C(CN1CCN(Cc2ccccc2Cl)CC1)N=Nc1c(O)[nH]c2ccccc12` under IMP-1 inh: -2.5
# Value of `CCOC(=O)C(C)(C)n1nnc(-c2ccc([N+](=O)[O-])cc2)n1` under PHOSPHO1 inh: 28
# Value of `CN(C)C(=O)CCC(=O)N1CCCC(C(=O)c2ccc3c4c(cccc24)CC3)C1` (stereo not given) under IMP-1 inh: -1.4
